CHRM5 PAM = human M5 muscarinic receptor positive allosteric modulators, primary screen, CHO-K1 cells, Fluo-8 calcium fluorescence; Muscarinic acetylcholine receptor M5 (Homo sapiens), P08912; CHO-K1 hM5, ACh EC20 PAM; 0% = ACh EC20, 100% = ACh EC100; activation, % at 3 µM; actives 0.3% (n = 360,000); AID 624038, 2012;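 active = activation above the run cutoff, the mean activation of all test compounds plus 3 SD, cut at about 18% in these data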
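System – CHO-K1 hM5 cells · Compound – 3 µM, single dose · Incubation – compound preincubation 140 s before EC20 acetylcholine addition · Technique – Fluo-8 calcium fluorescence · Measure – Max/basal fluorescence ratio as % of EC20–EC100 ACh window · Benchmarks – low control EC20 acetylcholine (0%), high control EC100 acetylcholine (100%) · Replication – singlicate, one well per test compound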
CRFBP-R2 block = antagonists of CRF-BP/CRF-R2 complex, primary screen, cell-based, HEK293, calcium dye fluorescence, uHTS; CRF-induced calcium fluorescence; inhibition, % at 11.8 µM; actives 0.59% (n = 350,000); AID 588475, 2011;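 active = inhibition of the ligand-induced calcium signal above about 50% at the single tested concentration, limit read from the data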
M4 PAM = human M4 muscarinic receptor positive allosteric modulators, primary screen, CHO-K1 cells, Fluo-8 calcium fluorescence; Muscarinic acetylcholine receptor M4 (Homo sapiens), P08173; CHO-K1 hM4/Gqi5, ACh EC20; 0% = ACh EC20, 100% = maximal ACh; activation, % at 3 µM; actives 0.4% (n = 360,000);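 active = activation above its plate's cutoff, the mean activation of sample wells plus 3 SD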; note: some results filed as inactive read as strong as hits
Target sequence (P08173 whole entry, looked up): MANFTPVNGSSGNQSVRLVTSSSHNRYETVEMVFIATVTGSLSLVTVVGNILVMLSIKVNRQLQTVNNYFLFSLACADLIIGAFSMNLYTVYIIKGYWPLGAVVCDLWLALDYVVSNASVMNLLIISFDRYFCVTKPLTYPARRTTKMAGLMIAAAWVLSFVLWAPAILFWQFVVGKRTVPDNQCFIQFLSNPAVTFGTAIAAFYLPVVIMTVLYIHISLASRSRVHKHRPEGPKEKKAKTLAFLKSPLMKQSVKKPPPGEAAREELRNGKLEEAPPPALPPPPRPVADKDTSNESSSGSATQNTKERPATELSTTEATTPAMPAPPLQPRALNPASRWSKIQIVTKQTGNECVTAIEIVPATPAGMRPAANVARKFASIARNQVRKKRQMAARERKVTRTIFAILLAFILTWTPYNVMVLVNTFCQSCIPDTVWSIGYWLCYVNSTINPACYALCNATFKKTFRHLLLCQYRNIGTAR
M5 ag = human M5 muscarinic receptor agonists, primary screen, CHO-K1 cells, Fluo-8 calcium fluorescence. activation, % at 3 µM. actives 0.19% (n = 360,000). CHO-K1 hM5 cells; 0% DMSO wells, 100% maximal acetylcholine response. Muscarinic acetylcholine receptor M5 (Homo sapiens), P08912;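 active = activation above the run's mean over test compounds plus 3 SD, cut at about 23% in these data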;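 note: signal is peak over basal fluorescence ratio across the kinetic read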
CHRM5 antagonist = human M5 muscarinic receptor antagonists, primary screen, CHO cells, Fluo-8 calcium fluorescence; Muscarinic acetylcholine receptor M5 (Homo sapiens), P08912; CHO-hM5 cells, ACh EC80; inhibition, % at 3 µM; AID 624040, 2012; actives 0.59% (n = 360,000);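 active = inhibition above a per-plate cutoff, the mean of that plate's test compounds plus 3 SD, cut at about 27% in these data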;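 note: 0% = acetylcholine EC80 with DMSO and 100% = DMSO without agonist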
CRFR2-BP ag = agonists of CRF-BP/CRF-R2 complex, primary screen, cell-based, HEK293, calcium dye fluorescence, uHTS | CRF-binding protein / CRF receptor 2 complex (human) | calcium dye fluorescence (FLIPR); percent of saturating CRF peptide response | activation, % at 13.2 µM | actives 0.46% (n = 350,000) | AID 588473, 2011;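 active = activation of at least 50%, plus an integration ratio under a set limit after plate pattern correction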;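 note: plate controls were neutral control wells without compound for no effect and CRF at EC100 for full effect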
M4 antag = human M4 muscarinic receptor antagonists, primary screen, CHO cells, Fluo-8 calcium fluorescence | Muscarinic acetylcholine receptor M4 (Homo sapiens), P08173 | CHO-hM4 cells, ACh EC80 | inhibition, % at 3 µM | actives 0.73% (n = 360,000);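 active = inhibition above its plate's cutoff, the mean inhibition of sample wells plus 3 SD, cut at about 27% in these data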;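 note: 0% = acetylcholine EC80 with DMSO and 100% = DMSO without agonist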
CHRM4 agonist = human M4 muscarinic receptor agonists, primary screen, CHO-K1 cells, Fluo-8 calcium fluorescence. CHO-K1 hM4/Gqi5; vehicle 0%, full acetylcholine response 100%. Muscarinic acetylcholine receptor M4 (Homo sapiens), P08173. actives 0.14% (n = 360,000). activation, % at 3 µM;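 active = activation above the run mean over all test wells plus 3 SD, cut at about 32% in these data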;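 note: peak over basal fluorescence ratio per well then scaled between controls; 0% = DMSO wells and 100% = acetylcholine at EC100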
CHRM1 PAM = human M1 muscarinic receptor positive allosteric modulators, primary screen, CHO-K1 cells, Fluo-8 calcium fluorescence, 1536-well; CHO-K1 hM1, ACh EC20; 0% = ACh EC20, 100% = maximal ACh; activation, % at 3 µM; Muscarinic acetylcholine receptor M1 (Homo sapiens), P11229; actives 0.088% (n = 360,000); in the data active = activation above about 19%, passing the limit was not always enough
Target sequence (P11229 whole entry, looked up): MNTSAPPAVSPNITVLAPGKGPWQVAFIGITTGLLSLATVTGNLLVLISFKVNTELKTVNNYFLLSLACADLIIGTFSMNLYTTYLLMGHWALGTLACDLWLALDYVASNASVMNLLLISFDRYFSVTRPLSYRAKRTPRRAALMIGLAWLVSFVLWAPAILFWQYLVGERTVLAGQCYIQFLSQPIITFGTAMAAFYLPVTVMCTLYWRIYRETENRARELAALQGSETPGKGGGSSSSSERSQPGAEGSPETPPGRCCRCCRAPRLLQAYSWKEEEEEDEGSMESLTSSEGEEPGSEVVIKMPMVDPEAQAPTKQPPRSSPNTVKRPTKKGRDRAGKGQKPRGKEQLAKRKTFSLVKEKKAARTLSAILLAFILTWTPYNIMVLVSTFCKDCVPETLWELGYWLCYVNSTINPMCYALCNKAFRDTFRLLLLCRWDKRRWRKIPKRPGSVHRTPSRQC
Active calls of the source: *; . = not tested or not shown. Compounds as they come. Share with any hit: about 2.6%.

nr	CHRM5 PAM	CRFBP-R2 block	M4 PAM	M5 ag	CHRM5 antagonist	CRFR2-BP ag	M4 antag	CHRM4 agonist	CHRM1 PAM	SMILES
1	4	-35	6	1	4	3.3	-7	0	10	O=C(/C=C/c1ccco1)NC(=S)Nc1ccc(Cl)cn1
2	2	.	4	-3	-14	.	-17	0	10	CCCCN1CCCCC1(C)C(=O)NCc1cccs1 (stereo not given)
3	0	22	3	-2	9	-0.8	-8	5	2	O=C1NC(Cc2ccccc2)c2nc3ccc(F)cc3c(=O)n2-c2ncccc21 (stereo not given)
4	7	.	2	1	-7	.	-5	-1	.	C[C@H]1O[C@H](C2CCCC2)CC2=C1C(=O)OC(C)(C)O2
5	-8	-5	-1	-3	22	-2.1	8	2	4	Cc1ccc(NC(=O)CN(C)C(=O)CCC(=O)c2cccs2)cc1
6	-1	-53	-5	-6	-3	0.2	9	-3	2	COc1ccc(-c2cc(OC)c3ccccc3n2)cc1
7	-3	22	1	-2	0	-1.4	-10	9	15	CC(=O)Nc1cccc(C(=O)OCCCOc2ccc(F)cc2)c1
8	4	-8	-6	-2	4	-0.3	9	0	-4	Cc1ccc(Oc2nc3ccccc3n3c(C)nnc23)cc1
9	4	14	-3	2	2	-2.4	10	-1	3	CCc1c(C)c2cc(Cl)c(O)c(CN(CC)CC)c2oc1=O
10	1	-5	-6	-6	11	0.8	7	2	-19	C[C@H](CO)N1C[C@H](C)[C@@H](CN(C)S(=O)(=O)c2cccs2)Oc2ccc(NC(=O)Cc3ccccc3)cc2C1=O
11	-4	15	-10	-5	0	16	0	1	-7	CCSc1oc(-c2cccs2)nc1S(=O)(=O)c1ccccc1
12	-6	9	-1	-5	-14	-2.0	-6	1	8	CCc1ccc(N2C(=O)C3ON(c4ccccc4)C(c4ccco4)C3C2=O)cc1 (stereo not given)
13	-4	-8	4	0	2	0.4	3	0	-4	COc1cc(S(=O)(=O)N(Cc2ccc(C)cc2)C2CCCCC2)ccc1-n1cnnn1
14	1	1	8	-8	-2	-0.3	-12	2	-3	O=S(=O)(c1ccccc1)N(CC(O)CN1CCCC1)c1ccccc1 (stereo not given)
15	0	10	0	1	-3	0.8	5	1	7	CC1(C)CC(=O)c2cc(C(=O)N3CCN(CCO)CC3)c(=O)n(-c3ccc(Cl)cc3)c2C1
16	-2	-10	-6	3	-4	-1.2	6	2	2	Cc1nc2oc3c(NCC4CCCO4)ncnc3c2c2c1COC(C)(C)C2 (stereo not given)
17	6	0	2	-6	-7	8.3	-12	0	-15	O=C1CC(N2CCN(Cc3ccccc3)CC2)C(=O)N1c1ccc2c(c1)OCCO2 (stereo not given)
18	-1	-4	2	-3	-3	-0.1	9	0	3	C=C1c2ccccc2NC(=O)N1c1ccc(C)cc1
19	3	-6	10	0	-7	0.0	-13	1	5	Cc1cccc(N2C(S)=C(C#N)C(=O)NC23CCCCC3)c1
20	-1	19	-1	-1	7	-4.7	8	2	11	O=C(Nc1ccccc1)c1nn(-c2cccc(C(F)(F)F)c2)ccc1=O
21	-5	-2	7	-1	6	3.1	-8	2	5	Cc1cccc(C)c1NC(=O)CN(C)C(=O)/C=C/c1cccs1
22	0	4	4	-4	-2	-1.3	-9	2	5	CC(C)C(C(=O)NCC1CCCO1)N(C(=O)CNS(=O)(=O)c1ccc(F)cc1)C1CCCCC1 (stereo not given)
23	-1	0	-1	-3	-3	-1.6	-1	0	6	Cc1ccn2c(CNC(C)c3cn(C)nc3C)c(C(=O)N3CCCCCC3)nc2c1 (stereo not given)
24	-1	-6	0	-2	9	-0.4	-2	0	7	O=C(CSc1n[nH]c(C2CCCC2)n1)NC1CCCC1
25	3	-15	4	2	-15	4.7	-14	2	2	CCCc1oc(C(=O)O)cc1CN
26	-2	-7	2	-3	10	1.3	2	2	0	CCN(CC(=O)NCC(=O)Nc1cccc(C)c1C)Cc1ccccc1
27	-11	2	0	-2	9	0.2	-7	9	0	COc1cccc(CN(Cc2cccnc2)S(=O)(=O)c2ccc(-n3cnnn3)c(C)c2)c1OC
28	-6	-3	7	-2	3	-2.7	8	0	-1	COc1cc(C(=O)Nc2ccc(S(=O)(=O)Nc3nccc(C)n3)cc2)cc(OC)c1OC
29	-6	-11	-6	3	2	0.2	-2	10	6	Cc1ccc(CNC(=O)c2cc(=O)c3ccccc3o2)cc1
30	2	-5	-8	1	-10	0.1	-3	5	0	COc1cc(NC(=O)C2CC(c3cccc(Br)c3)=NO2)cc(OC)c1OC (stereo not given)

In the list so far, five contain an aryl methoxy group:
nr	CHRM5 PAM	CRFBP-R2 block	M4 PAM	M5 ag	CHRM5 antagonist	CRFR2-BP ag	M4 antag	CHRM4 agonist	CHRM1 PAM	SMILES
6	-1	-53	-5	-6	-3	0.2	9	-3	2	COc1ccc(-c2cc(OC)c3ccccc3n2)cc1
13	-4	-8	4	0	2	0.4	3	0	-4	COc1cc(S(=O)(=O)N(Cc2ccc(C)cc2)C2CCCCC2)ccc1-n1cnnn1
27	-11	2	0	-2	9	0.2	-7	9	0	COc1cccc(CN(Cc2cccnc2)S(=O)(=O)c2ccc(-n3cnnn3)c(C)c2)c1OC
28	-6	-3	7	-2	3	-2.7	8	0	-1	COc1cc(C(=O)Nc2ccc(S(=O)(=O)Nc3nccc(C)n3)cc2)cc(OC)c1OC
30	2	-5	-8	1	-10	0.1	-3	5	0	COc1cc(NC(=O)C2CC(c3cccc(Br)c3)=NO2)cc(OC)c1OC (stereo not given)

(continued)
nr	CHRM5 PAM	CRFBP-R2 block	M4 PAM	M5 ag	CHRM5 antagonist	CRFR2-BP ag	M4 antag	CHRM4 agonist	CHRM1 PAM	SMILES
31	-10	.	-6	4	4	.	2	18	-8	CCOc1ccccc1NC(=O)C1CCN(S(=O)(=O)c2cccc3cccnc23)CC1
32	6	9	6	-5	-8	-0.6	0	-3	9	CC(C(=O)N(C1CC1)C1(C(=O)Nc2ccccc2)CCCC1)N1C(=O)c2ccccc2C1=O (stereo not given)
33	-11	1	-3	1	18	-0.6	0	15	-3	CC(=O)NCC(=O)N(C)C(C(=O)Nc1ccc2c(c1)OCCO2)c1ccc(C)cc1 (stereo not given)
34	6	2	-8	-2	1	-0.3	7	3	-2	CCOc1ccc(N2CC(C(=O)Nc3nnc(Cc4ccc(OC)c(OC)c4)s3)CC2=O)cc1 (stereo not given)
35	2	4	7	-2	7	-1.7	3	0	6	O=C(CSCc1ccco1)N1CCc2ccccc21
36	0	-32	-3	-1	-1	-5.9	7	1	7	O=C(NN1C(=O)C2C3c4ccccc4C(c4ccccc43)[C@@H]2C1=O)c1ccccc1 (stereo not given in full)
37	-3	7	-1	-3	16	-0.8	3	1	4	CCOc1ccc(NC(=O)C(C)C(Cc2ccc(C)cc2)C(=O)O)cc1 (stereo not given)
38	-3	2	4	-3	1	-1.7	2	-1	5	Cc1ccc(C)c(NC(=S)N2CCC(N(C)CC3CCCO3)CC2)c1 (stereo not given)
39	-13	7	-9	0	12	1.7	9	2	-11	CCCCCCC[C@@H](C/C=C/CCC(=O)N(C)C/C(=C/Cl)C/C(=C\C(=O)N1CC(OC)=CC1=O)OC)OC
40	-1	3	12	1	7	1.3	-4	3	12	CC(C)[C@H](NC(=O)c1ccccc1Br)C(=O)OCc1nc2ccsc2c(=O)[nH]1
41	-1	16	-2	3	-4	0.4	-4	1	-1	Cc1nn(-c2cc(N3CCCCC3)ccc2N)c(=O)c2ccccc12
42	-8	-8	-4	-2	5	-1.9	8	0	-6	CCCCCCCC(=O)N/N=C(\C)c1ccc(O)cc1O
43	2	-7	9	0	10	1.1	0	0	8	COc1ccc(-c2cccc(-c3nc4ccc(Cl)cn4c3NC3CCCCC3)c2)cc1
44	4	-10	-6	-1	2	0.8	11	1	-22	Cc1ccc(OCC(=O)Nc2ccc(N3CCCC3)cc2)cc1C
45	7	4	-9	-7	-11	0.9	-5	0	15	O=C(NCCCCNC(=O)c1ccc(Br)cc1)c1ccc(Br)cc1
46	-4	-5	-10	2	5	-0.8	20	0	0	Cc1ccccc1N1C(=O)C2ON(c3ccccc3)C(c3ccncc3)C2C1=O (stereo not given)
47	-4	2	-3	-2	1	1.7	1	0	4	Cc1ccc(C)c(C(=O)O/N=C(\N)c2ccc(Br)cc2)c1
48	4	0	12	-1	1	-1.8	-5	2	1	CCC1(C)Cc2nc3[nH]c(=S)n(-c4ccccc4)c(=O)c3cc2CO1 (stereo not given)
49	-1	11	2	-1	14	-5.1	1	0	12	Oc1ccc(Cl)c2cccnc12
50	-3	0	5	-1	9	-0.5	9	0	8	CC(C)COC(=O)CCn1[nH]c(=O)c2ccccc2c1=O
51	7	6	10	2	2	-0.3	8	0	5	CCOC(=O)/C(C#N)=C(/C)c1ccc(OC)cc1
52	4	17	1	-2	-3	-1.0	-7	2	2	COc1ccc(CC(=O)OCC(=O)NC(=O)NC2CCCCC2)cc1
53	5	-6	1	1	9	0.3	-5	1	2	O=C(OCC1OC(n2ccc(=O)[nH]c2=O)C2OC12)c1ccccc1 (stereo not given)
54	-2	-12	8	-2	-3	1.4	-6	0	9	CCOC(=O)c1cc(-c2ccccc2)sc1NC(=O)CN1C(=O)NC(CC)(c2ccc(F)cc2)C1=O (stereo not given)
55	3	17	1	2	5	-2.5	4	-1	3	Cc1ccccc1-n1cc[nH]c1=S

Compound profiles (already shown). Order of screens: CHRM5 PAM, CRFBP-R2 block, M4 PAM, M5 ag, CHRM5 antagonist, CRFR2-BP ag, M4 antag, CHRM4 agonist, CHRM1 PAM
COc1cccc(CN(Cc2cccnc2)S(=O)(=O)c2ccc(-n3cnnn3)c(C)c2)c1OC as listed: -11, 2, 0, -2, 9, 0.2, -7, 9, 0
COc1ccc(-c2cccc(-c3nc4ccc(Cl)cn4c3NC3CCCCC3)c2)cc1 as listed: 2, -7, 9, 0, 10, 1.1, 0, 0, 8

Bioassay records deposited in PubChem BioAssay by several laboratories.
